# Efflux pump mplx – blocks antifungal efflux pumps in multiplex yeast assay | S. cerevisiae Candida pump triplex, Nile Red efflux | inhibition, % at 10 µM | actives 0.44% (n = 330,000);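 active = plate passing quality check with inhibition over a set limit, or well fluorescence over plate mean plus 4 SD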;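 also: Nile Red retained in pooled yeast measured as flow cytometry median fluorescence; 0% = buffer negative control and 100% = Enniatin B positive control; higher means more Nile Red kept so more efflux inhibition; some compounds called inactive have numbers as strong as hits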
# PP1 counter – PP1-alpha (human) inhibition in PP5 counter-screen. P62136. purified PP1alpha, OMFP fluorescence. inhibition, % at 6.7 µM. actives 0.9% (n = 320,000);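 active = inhibition above the mean inhibition of all tested compounds plus 3 SD, computed separately for each screening campaign, cut at about 15% in these data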
# Target sequence (P62136 whole entry, looked up): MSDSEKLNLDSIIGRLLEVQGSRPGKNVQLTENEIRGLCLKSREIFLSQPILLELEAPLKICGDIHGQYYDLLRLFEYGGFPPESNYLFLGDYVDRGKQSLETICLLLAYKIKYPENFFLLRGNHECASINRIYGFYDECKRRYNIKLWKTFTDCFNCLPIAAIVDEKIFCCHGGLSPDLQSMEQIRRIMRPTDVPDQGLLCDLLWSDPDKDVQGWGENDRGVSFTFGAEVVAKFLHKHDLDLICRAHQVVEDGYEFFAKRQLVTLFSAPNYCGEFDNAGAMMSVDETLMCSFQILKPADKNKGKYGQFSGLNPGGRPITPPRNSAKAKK
# PP5 primary – blocks human protein phosphatase 5 activity. actives 0.18% (n = 320,000). purified PP5c, OMFP substrate fluorescence. inhibition, % at 6.7 µM. P53041;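 active = inhibition above the campaign's mean inhibition across all tested compounds plus 3 SD, cut at about 9.5% in these data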;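 also: 0% = DMSO only and 100% = 100 µM cantharidin control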
# Target sequence (P53041 whole entry, looked up): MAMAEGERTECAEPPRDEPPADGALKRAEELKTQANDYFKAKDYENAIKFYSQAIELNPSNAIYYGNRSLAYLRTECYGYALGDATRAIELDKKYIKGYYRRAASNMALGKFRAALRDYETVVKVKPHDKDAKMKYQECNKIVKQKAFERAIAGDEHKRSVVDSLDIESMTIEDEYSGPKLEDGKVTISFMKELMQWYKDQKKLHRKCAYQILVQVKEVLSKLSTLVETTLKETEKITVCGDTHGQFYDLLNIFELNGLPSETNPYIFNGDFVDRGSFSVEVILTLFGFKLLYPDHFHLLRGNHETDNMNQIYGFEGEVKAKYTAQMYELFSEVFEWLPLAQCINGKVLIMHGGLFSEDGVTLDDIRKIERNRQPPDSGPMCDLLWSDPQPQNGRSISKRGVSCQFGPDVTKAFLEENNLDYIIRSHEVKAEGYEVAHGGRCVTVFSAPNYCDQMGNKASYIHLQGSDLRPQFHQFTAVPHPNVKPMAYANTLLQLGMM
# CTSL1 counter – cathepsin L1 inhibition, PFM18AAP counter-screen | recombinant F. hepatica cathepsin L1, Z-Leu-Arg-MCA fluorescence | inhibition, % at 5.96 µM | actives 0.49% (n = 300,000);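 active = inhibition above the mean of all tested compounds plus 3 SD, set per screening campaign, cut at about 17% in these data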;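 also: 0% = plate median of test compound wells and 100% = 1 µM Z-Phe-Ala-diazomethylketone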
# TPT1 inh – inhibitors of Candida albicans tRNA 2'-phosphotransferase TPT1. recombinant caTPT1, FP RNA substrate dephosphorylation. inhibition, % at 5 µM. actives 0.81% (n = 300,000);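 active = inhibition above the mean of all tested compounds plus 3 SD, set per screening campaign, cut at about 24% in these data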;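 also: plate controls were DMSO alone for no effect and ferristatin control at 100 nM for full effect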
# HCV core dimer – blocks dimerization of HCV core protein; TR-FRET GST/Flag-core106 dimerization, 1536-well; inhibition, % at 5 µM; actives 0.33% (n = 300,000);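 active = inhibition above the mean of all tested compounds plus 3 SD, set per screening campaign, cut at about 45% in these data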
#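 System – GST-tagged and Flag-tagged HCV core protein residues 1-106 · Repeats – one well for each compound · Technique – TR-FRET 671 and 617 nm emission · Doses – one concentration, 5 µM, in 0.5% DMSO · Times – 4 h, 22.5 °C incubation · Also added – Eu donor and XL665 acceptor anti-tag antibodies · Measure – percent inhibition of core106 dimerization signal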
# PREPL inhibitor – human PREPL enzyme inhibition | actives 0.68% (n = 320,000) | Q4J6C6 | inhibition, % at 5.96 µM | recombinant PREPL, fluorescence polarization activity-based probe; in the data active = inhibition above about 43%;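 also: 0% = enzyme with DMSO and 100% = wells lacking enzyme; many of its hits are not listed in these tables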
# LYPLA2 inh – blocks human lysophospholipase 2, a PME1 counter-screen | O95372 | recombinant LYPLA2, FP-Rh probe fluorescence polarization | inhibition, % at 5.9 µM | actives 0.38% (n = 320,000) | AID 2177;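 active = inhibition above the screen-wide mean plus 3 SD, limit set per campaign, cut at about 26% in these data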;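 also: 0% = LYPLA2 with DMSO and 100% = wells lacking LYPLA2 enzyme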
# Target sequence (O95372 whole entry, looked up): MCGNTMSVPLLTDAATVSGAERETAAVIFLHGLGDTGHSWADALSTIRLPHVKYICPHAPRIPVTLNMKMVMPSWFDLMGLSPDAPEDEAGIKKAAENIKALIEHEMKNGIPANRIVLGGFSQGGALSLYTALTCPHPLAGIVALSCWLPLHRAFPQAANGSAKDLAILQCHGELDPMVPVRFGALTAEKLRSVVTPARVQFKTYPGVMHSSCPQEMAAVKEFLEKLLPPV
# JMJD2C inh – human JMJD2C demethylase inhibition. Q9H3R0. GST-JMJD2C(1-420) H3K9me3 demethylation, DELFIA europium. inhibition, % at 2.35 µM. actives 0.069% (n = 330,000);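 active = more than half of a compound's replicate wells show inhibition beyond 50%, single wells judged on their own value; inconclusive = some, but no more than half, of replicates pass 50% inhibition; inactive = no replicate passes 50% inhibition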;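 also: signal counts dimethyl H3K9 product captured on neutravidin plate; 0% = median of DMSO wells and 100% = 0.3 times that DMSO median; strong numbers were not always called active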
# * hit, by the source's call; ? = inconclusive; · = no result given. Not all compounds are listed; rates above refer to the full screens.
compound	Efflux pump mplx	PP1 counter	PP5 primary	CTSL1 counter	TPT1 inh	HCV core dimer	PREPL inhibitor	LYPLA2 inh	JMJD2C inh
Cc1[nH][nH]c(=O)c1C(c1cc([N+](=O)[O-])ccc1O)c1c(C)[nH][nH]c1=O	-0.3	0	2.1	4	-1	-3	1	4	10
CC1(c2ccccc2)CC(C)(C)N(C(=O)c2cc([N+](=O)[O-])cc([N+](=O)[O-])c2)c2ccccc21 (configuration not stated)	0.8	2	3.5	0	4	14	14	3	-16
Cc1cccc(C)c1N1CCN(c2cc(Cl)nc(N)n2)CC1	-0.3	14	1.9	0	-2	-5	2	-5	-4
O=C(CCN1C(=O)/C(=C/c2ccccc2)SC1=S)Nc1ccccn1	0.0	-2	-0.5	-2	0	8	8	6	12
Cc1ccc(-c2nc(-c3ccncc3)no2)c(C)c1	0.0	-4	0.4	-1	-4	13	-5	6	2
CC1(C)O[C@@H]2[C@H](O1)[C@@H](COS(=O)(=O)O)O[C@H]2n1cnc2c(=O)[nH]cnc21	1.8	-1	0.9	·	·	·	19	4	13
O=C(COc1ccccc1)Nc1cc2c3c(c1)CC(=O)N3CCC2	0.0	0	1.8	-2	-1	-3	13	4	31
CC1CC(C)CN(S(=O)(=O)c2ccc(C(=O)N3CCCC3)cc2)C1 (configuration not stated)	0.0	0	-1.1	4	-3	2	7	4	-13
O=C(CSc1nnc(-c2ccco2)o1)c1ccc(O)cc1O	-0.1	4	-0.5	2	-1	13	-3	1	14
COc1cccc(-c2nc(CS(=O)(=O)CC(=O)NCc3ccc4c(c3)OCO4)c(C)o2)c1	0.2	0	0.8	3	-5	-5	-7	-1	16
COc1cccc(CCNC(=O)CCc2nnc(-c3ccc4c(c3)OCO4)o2)c1	0.0	2	0.6	-2	2	3	-4	5	3
CCC(=O)c1c[nH]c(C(=O)NCc2cccc(C(F)(F)F)c2)c1	0.0	-1	-1.8	-5	1	0	11	-3	-7
CCCn1c(SCC(=O)NCc2ccco2)nc2c1c(=O)n(C)c(=O)n2C	0.1	-5	-0.2	10	1	-11	8	3	-1
CCO[C@@H]1OC(C(=O)N2CCN(Cc3ccccc3)CC2)=C[C@H](C2CC2)[C@H]1CCCO	-0.1	4	-1.4	-3	-4	-4	6	-4	2
COc1ccc(NC(=O)N2CCCCC2)cc1	-0.1	-2	-0.1	-5	1	-2	2	3	0
O=C(CSc1nc(O)cc(=O)n1-c1ccccc1)c1ccc(Br)cc1	0.2	0	-1.1	0	4	8	5	-3	8
CCCNC(=O)c1onc(CSc2ccccc2)c1C(=O)NCCC	-0.1	3	3.6	-5	-1	-1	-1	7	0
COC(=O)C1=C(C)N=C2SCCC(=O)N2C1c1cccs1 (configuration not stated)	0.0	-5	-0.2	-1	2	1	14	-1	0
CCc1c(C)nc2ccc(Br)cc2c1SCCC#N	0.0	2	1.7	4	-7	23	10	4	-4
CC(=O)Nc1cc(NC(C)=O)cc(C(=O)OCC(=O)Nc2ccc(S(=O)(=O)NC3=NCCCCC3)cc2)c1	0.1	0	2.1	-7	-3	18	-14	-4	6
CSc1ccc(C(=O)C2CCCN(C(=O)Cc3nonc3C)C2)cc1 (configuration not stated)	0.0	1	1.0	2	0	0	0	7	-6
COC(=O)c1ccc(CNC(=O)COC(=O)c2ccc(N(C)C)cc2)cc1	0.2	0	2.9	3	3	4	9	0	-4
COc1ccc(-c2[nH]ncc2/C=N/NC(=O)c2cccc([N+](=O)[O-])c2)cc1OC	0.2	-2	3.2	-1	-3	-4	21	-5	-1
CC(C)(CN=C1NS(=O)(=O)c2ccccc21)CNC(=O)c1ccccc1	-0.5	-3	-0.4	-4	-2	-8	-3	-2	1
CC1CCN(C(=O)CSc2nc3ncccc3[nH]2)CC1	0.2	-4	1.7	3	3	-2	19	-2	-11
CC1CCCC(NC(=O)C2N(CCCN3CCCC3)C(=O)C3C(C(=O)Nc4ccc(Cl)cc4)C4C=CC32O4)C1C (configuration not stated)	0.0	0	-0.5	-4	-4	-2	29	6	-16
CCCC(C(=O)NCc1ccc(OC)cc1)N(Cc1ccco1)C(=O)c1snc(C(N)=O)c1N (configuration not stated)	-0.2	1	1.8	-3	0	2	7	-4	7
COc1cccc(CCN2C(=O)C(=O)N([C@@H](CNCc3ccccc3)Cc3ccccc3F)C[C@@H]2C(C)(C)C)c1	0.0	5	-1.2	2	-2	3	36	6	6
Cc1csc(Cn2c(CN(C)C)nc3ccccc3c2=O)n1	-0.1	-3	-0.9	7	1	-2	4	2	11
COC(=O)c1cc2c(C)[nH]c(C)c2cc(C(=O)OC)c1=O	-0.1	-4	1.5	1	-4	-3	-3	2	2
COc1ccc(-n2c(-c3ccccc3)nc(=S)c3c2CCCC3)cc1	-0.1	0	-0.8	1	-5	77*	10	0	4
COc1ccc(CNC(=O)c2ccccc2SC)cc1	-0.1	1	1.7	-2	-3	-6	-1	-4	-4
Cc1cc(C)c(NC(=O)CN(C)C(C)C(=O)N2CCc3ccccc32)c(C)c1 (configuration not stated)	0.1	-3	-0.2	·	·	·	3	2	5
Cc1ccc2nc(NCc3ccccc3)c(C=O)c(=O)n2c1	0.3	3	1.9	-2	3	-1	14	5	6
O=C(N/N=C/c1ccc(OCC(=O)N2CCCC2)cc1)C(=O)NC1CC1	0.0	0	-0.7	1	-5	1	1	11	-2
S=C1NC(c2cccs2)=CC(c2ccc(Br)cc2)N1 (configuration not stated)	0.1	3	0.8	-3	3	12	5	6	-4
CC12COC3(C(=O)Nc4nccs4)CC1CCC32C (configuration not stated)	0.0	0	1.4	0	-1	-8	-14	-1	-1
CC(Sc1nnc(COc2ccc([N+](=O)[O-])cc2)n1-c1ccccc1)C(=O)O (configuration not stated)	0.1	-5	-1.8	-2	-4	4	-2	-4	-9
CCOc1cc(C#N)c(NC(=O)c2cccnc2)cc1OCC	-0.1	-1	-0.9	-1	0	-1	7	4	1
CCC(CC)C(=O)Nc1ccc(S(=O)(=O)Nc2nccs2)cc1	0.2	-2	1.6	7	2	-3	9	1	-3
Cc1cccc(C)c1NC(=O)C1CCN(C(=O)c2cccs2)CC1	-0.1	-2	-1.8	2	-3	-1	14	7	-6
CN(CC(=O)NC1CCCCC1)S(=O)(=O)c1ccc(Br)s1	0.1	-1	-0.1	0	3	0	4	-8	-3
O=C(Nc1ccccc1)N1CCN(c2ncccn2)CC1	0.0	1	-1.3	-3	-1	-3	-2	1	5
COC(=O)C1=C(O)/C(=C\c2ccc(OCC(=O)Nc3ccccc3)cc2)N=C1C	0.7	-4	2.0	3	4	-9	-11	-5	-11
Cc1cc(OCC(=O)NCCc2c[nH]c3ccccc23)c2c(C)cc(=O)oc2c1	-0.5	-3	1.5	5	0	-2	-24	0	47
COc1ccc(NC(=O)c2sccc2SCC#N)cc1	-0.3	-1	-0.8	8	-2	3	10	-2	1
OCCNCc1cccc(OCc2ccccc2Cl)c1	-0.1	-3	-1.8	1	-1	-2	-36	1	40
CCC(=O)c1ccc(OCC(=O)OCC(=O)NC2CCCC2)cc1	0.2	5	-0.6	-11	0	-5	14	0	3
COC(=O)C1(CO)NC(c2ccc(C)cc2)C2C(=O)N(c3ccccc3)C(=O)C21 (configuration not stated)	-0.2	0	-0.2	1	-7	-3	8	-3	-7
CC(C)CSC1=NSC2=NC(=O)/C(=C\c3ccccc3)C(=N)N12	-0.2	-2	2.2	6	5	7	-8	-8	-1
CCn1c2ccc(C)cc2c2nc3cc(C(=O)O)ccc3nc21	-0.2	0	3.7	0	-1	-5	-9	5	6
CCOC(=O)c1ccc(OCCOc2ccccc2C)cc1	-0.1	-2	0.3	2	-1	-9	5	-7	?
O=C(NCc1ccco1)c1cc2nc(-c3cccs3)cc(C(F)(F)F)n2n1	0.0	3	4.5	3	1	8	1	-5	-2
Cc1ccc(N(CN2CCCC2=O)C(=O)c2ccc(C)c(C)c2)cc1	0.0	-6	-1.7	-2	-2	6	3	2	2
CC(C)(C)c1ccc(Oc2cccc(C3CC(=O)C(C4NCCc5ccccc54)C(=O)C3n3cncn3)c2)cc1 (configuration not stated)	0.1	11	0.7	0	-1	4	-12	-3	-6
CCOC(=O)C1CCCN(CCC(=O)Nc2cccc(C)c2)C1 (configuration not stated)	0.4	-6	2.3	2	-2	-1	-2	1	6
Cc1ccccc1N1CC(c2nc3ccccc3[nH]2)CC1=O (configuration not stated)	-0.2	-3	-1.7	-1	-1	-1	-5	-1	·
CC(C)(C)c1ccc(C2(C)NC(=O)NC2=O)cc1 (configuration not stated)	-0.1	1	-0.1	3	3	-2	4	4	-14
O=C1CC(c2cccc([N+](=O)[O-])c2)c2ccc3ccccc3c2N1 (configuration not stated)	-0.1	0	1.1	1	-2	11	41	3	1
CCCCN1C(=O)C(=O)N(CC(=O)Nc2cc(S(=O)(=O)N(C)C)ccc2C)C1=O	0.0	-6	1.4	4	0	1	3	6	-6

# Sorted by heavy-atom count (smallest number first): part of the list above
compound	Efflux pump mplx	PP1 counter	PP5 primary	CTSL1 counter	TPT1 inh	HCV core dimer	PREPL inhibitor	LYPLA2 inh	JMJD2C inh
Cc1ccccc1N1CC(c2nc3ccccc3[nH]2)CC1=O (configuration not stated)	-0.2	-3	-1.7	-1	-1	-1	-5	-1	·
Cc1ccc(N(CN2CCCC2=O)C(=O)c2ccc(C)c(C)c2)cc1	0.0	-6	-1.7	-2	-2	6	3	2	2
CCCCN1C(=O)C(=O)N(CC(=O)Nc2cc(S(=O)(=O)N(C)C)ccc2C)C1=O	0.0	-6	1.4	4	0	1	3	6	-6

# (next part)
compound	Efflux pump mplx	PP1 counter	PP5 primary	CTSL1 counter	TPT1 inh	HCV core dimer	PREPL inhibitor	LYPLA2 inh	JMJD2C inh
O=C(C1=C[C@@H](c2csc3ccccc23)C[C@@H](OCCCCO)O1)N1CCN(Cc2ccc3c(c2)OCO3)CC1	0.1	-4	2.6	8	2	-4	32	1	-13
O=C(CC1NCCc2ccccc21)Nc1ccccc1Cl (configuration not stated)	0.1	-2	1.9	-2	-5	-2	-6	-4	8
COc1ccc(NC(=O)CCCc2ccccc2)c(OC)c1	0.0	-1	-0.1	-2	-1	3	5	-2	0
CCOc1cc(C(=O)Nc2ccccc2N2CCOCC2)ccc1OCC(=O)N1CCOCC1	0.0	-3	2.2	·	·	·	6	7	1
CC(=O)N1c2ccc(S(=O)(=O)NCCc3ccccc3)cc2CC1C (configuration not stated)	-0.1	-3	-0.9	-3	-2	5	-2	2	2
CN(C)S(=O)(=O)c1cccc(NC(=O)C2Cc3ccccc3CN2C(=O)c2ccccc2)c1 (configuration not stated)	0.1	0	1.3	3	1	11	3	4	7
CC(/C=N/n1c(-c2ccccn2)n[nH]c1=S)=C\c1ccccc1	0.0	10	-2.2	5	0	8	9	0	5
CSc1ccc(/C=C2\CCn3c2nc2cc(C(=O)O)ccc2c3=O)cc1	-2.8	4	0.2	0	-4	-15	2	-3	23
NS(=O)(=O)c1cc(C(=O)NCC2CCCCC2)ccc1Cl	0.0	-4	1.4	1	-1	-7	6	4	0
COCCCN1C(=O)C(=O)/C(=C(/O)c2ccc(OC)cc2)C12C(=O)N(C)c1ccccc12 (configuration not stated)	-0.4	-7	-2.4	3	-7	5	8	-3	-2
CC(=O)N1CCN(S(=O)(=O)c2ccc(S(=O)(=O)NC3CC3)cc2)CC1	0.2	3	4.3	2	1	-1	5	6	8

# Screens: PubChem BioAssay, several laboratories
